Assay outcomes deposited in PubChem by National Center for Advancing Translational Sciences (NCATS).
POLI inh – blocks human DNA polymerase iota activity | Q9UNA4 | Pol iota fluorescent replication assay, 10 min | Potency, µM (top dose mostly 115 µM), inactives show at the highest dose activity, negative = inhibition, most hits filed as inhibitors | 390,000 tested, 1% active
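Fluorescent replication assay read twice, at 0 min and 10 min after adding 50 nM (final) substrate. Enzyme (10 nM) and compounds were first incubated 15 min at room temperature; enzyme-free buffer wells were negative controls.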
G9a inh – G9a (human) methyltransferase inhibition. AID 504332. G9a H3K9 monomethylation, AlphaScreen, 2 h. Potency, µM (titrated, usually from 102 µM), inactives show top-dose activity, negative = inhibition, hits mostly inhibitors. 350,000 tested, 8.8% active; note: % is set by controls: 0 for no effect and ±100 for the full control effect; nearly all actives have a fitted effect of over 75% in size
Target sequence (Q96KQ7 913-1193 limits assumed): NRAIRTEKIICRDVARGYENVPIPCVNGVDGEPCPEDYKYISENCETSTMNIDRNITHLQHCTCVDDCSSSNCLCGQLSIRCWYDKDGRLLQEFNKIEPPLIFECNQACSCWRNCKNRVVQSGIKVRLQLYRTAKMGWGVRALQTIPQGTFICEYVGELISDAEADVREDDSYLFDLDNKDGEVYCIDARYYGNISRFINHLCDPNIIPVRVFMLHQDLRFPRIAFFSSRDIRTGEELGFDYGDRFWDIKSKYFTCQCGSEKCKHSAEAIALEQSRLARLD
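Using a bead-based AlphaScreen, monomethylated H3K9 product from 2 h room-temperature reactions (G9a 20 nM, peptide 500 nM, SAM 20 uM) was detected with 0.5 ug/mL rabbit anti-H3K9me1 antibody.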
JMJD2A Tudor – inhibitors of human JMJD2A Tudor domain | O75164 | AlphaScreen JMJD2A-Tudor / H3K4me3 peptide binding | Potency, µM (titrated, usually from 114 µM), without a hit: at the highest dose activity change, negative = inhibition, most hits filed as inhibitors | 390,000 tested, 4.4% active | AID 504339; note: % is set by controls: 0 for no effect and ±100 for the full control effect; nearly all actives have a fitted effect of over 50% in size
POLB inh – DNA polymerase beta (human) inhibition; AID 485314; P06746; 340,000 tested, 1.3% active; Pol beta primer extension/strand displacement, fluorescence kinetic; Potency, µM (doses to about 114 µM), for the others: top-dose activity change, negative = inhibition, actives largely listed as inhibitors; note: % is set by controls: 0 for no effect and ±100 for the full control effect
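Human Pol beta at 10 nM; strand-displacement substrate 50 nM final. Compound exposure 15 min at room temperature before start, reaction 10 min at room temperature.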
POLK inh – blocks human DNA polymerase kappa activity; 400,000 tested, 0.53% active; purified Pol kappa, fluorescent DNA synthesis assay, 10 min; Q9UBT6; Potency, µM (top dose mostly 107 µM), without a hit: at the top dose activity, negative = inhibition, usual class: inhibitors; note: % is set by controls: 0 for no effect and ±100 for the full control effect
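Enzyme at 10 nM met test compounds for 15 min at room temperature. Substrate addition (50 nM final) began the reaction, which was monitored by fluorescence at 0 and 10 min.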
BLM inh – blocks DNA unwinding by human BLM helicase; P54132; 350,000 tested, 0.2% active; Potency, µM (highest dose often 56.1 µM), for the others: at the highest dose activity change, negative = inhibition, most hits filed as inhibitors; recombinant BLM DNA unwinding, fluorescence dequenching;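 note: plate controls were vehicle for no effect and no enzyme for full effect; nearly all actives have a fitted effect of over 35% in size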
BAZ2B inh – inhibitors of human BAZ2B bromodomain; Potency, µM (doses to about 114 µM), for inactives: at the highest dose activity change, negative = inhibition, usual class: inhibitors; 360,000 tested, 4.4% active; Q9UIF8; AID 504333; AlphaScreen BAZ2B-H3K14Ac peptide displacement; note: % is set by controls: 0 for no effect and ±100 for the full control effect; nearly all actives have a fitted effect of over 60% in size
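In this displacement format the biotinylated H3(5-23) peptide acetylated at Lys14 serves as ligand at 50 nM, with BAZ2B at 50 nM in PBS pH 7.4 containing 0.01% Tween-20. Donor and acceptor beads are 10 ug/mL final.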
APEX1 inh – inhibitors of human APE1 endonuclease | 350,000 tested, 0.35% active | recombinant APE1, TAMRA/BHQ-2 abasic DNA cleavage fluorescence | Potency, µM (series often up to 65.8 µM), for inactives: at the highest dose activity change, negative = inhibition, hits mostly inhibitors | P27695;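 note: plate controls were vehicle for no effect and reference inhibitor for full effect; nearly all actives have a fitted effect of over 55% in size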
Target sequence (P27695 whole entry, looked up): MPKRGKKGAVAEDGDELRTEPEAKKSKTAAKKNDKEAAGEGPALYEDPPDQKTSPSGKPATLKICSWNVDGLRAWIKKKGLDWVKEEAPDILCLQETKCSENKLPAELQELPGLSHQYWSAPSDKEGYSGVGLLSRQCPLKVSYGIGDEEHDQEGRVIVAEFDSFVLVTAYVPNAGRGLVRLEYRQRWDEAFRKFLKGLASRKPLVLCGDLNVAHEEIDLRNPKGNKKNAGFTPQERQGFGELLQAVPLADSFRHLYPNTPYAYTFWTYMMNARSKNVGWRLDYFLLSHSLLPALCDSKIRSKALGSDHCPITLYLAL
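Quantitative HTS: incision of a TAMRA/BHQ-2 double-stranded substrate bearing a tetrahydrofuran abasic site by 0.75 nM APE1 raises fluorescence. Substrate 50 nM final, added after 15 min compound preincubation at room temperature; progress as third-minus-first kinetic read difference.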
Pol eta inh – inhibitors of human DNA polymerase eta; recombinant Pol eta, fluorescent DNA replication assay; Potency, µM (series often up to 114 µM), inactives show top-dose activity change, negative = inhibition, most hits filed as inhibitors; AID 588591; 390,000 tested, 1.2% active; note: % is set by controls: 0 for no effect and ±100 for the full control effect
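Pol eta (10 nM) was preincubated with compounds for 15 min at room temperature, after which fluorescent replication substrate (50 nM final) was added to start the reaction. Fluorescence was read kinetically at 0 and 10 min.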
An asterisk follows results filed as active; ? = inconclusive; · = no result given; & = joins results of further samples; [ ] = dose if it differs, or a comment. Calls come from the whole dose curve; as a rule, active = well fitted curve in the direction sought with a large enough effect; inconclusive = small, poorly fitted or top-dose-only effect, or another doubt; inactive = no such curve, though single readings can be large; an effect the other way counts as inactive or inconclusive. Potency is the fitted concentration of half-maximal effect.

SMILES	POLI inh	G9a inh	JMJD2A Tudor	POLB inh	POLK inh	BLM inh	BAZ2B inh	APEX1 inh	Pol eta inh
Fc1ccc(N2CCN(C3=Nc4cccc5cccc3c45)CC2)cc1	-7.5%	39.8µM*	25.1µM*	0.1%	-9.5%	-7.2%	35.5µM*	-7.8%	-6.8%
O=C(COc1ccc2c(c1)C(=O)CC1(CCCCC1)O2)NCc1ccccn1	0.7%	·	-8.3%	12.3%	-6.4%	-2.6%	-2.5%	0.6%	-7.5%
O=C1/C(=C/c2cccc3ccccc23)CCCc2ccccc21	-7.3%	3.0%[59 µM]	0.6%	-23.4%	1.0%	-7.2%	15.2%	1.3%	-11.2%
CCCC(=O)Nc1cc(C(F)(F)F)ccc1N1CCOCC1	156.3%[activator]	7.4%[59 µM]	7.7%	7.1%	3.4%	-2.3%	-2.3%	-4.3%	-21.0%
CCCCOC(=O)Nc1cc(C)c(Cl)cc1OC	8.8%	182.2%[activator]	47.1%[activator]	16.3%	-3.3%	-5.2%	102.4%[activator]	-0.4%	-13.2%
O=C(CC(O)c1ccccc1)Nc1ccccn1 (stereo not given)	27.7%	·	2.1%	·	-0.7%	·	·	·	-11.7%
CC(C)c1nnc(NC(=O)CCS(=O)(=O)Cc2ccccc2)s1	20.2%	28.2µM*	1.4%	41.5%	-14.8%	-2.8%	-0.3%	28.0%	9.9%
CCCCNC(=S)N/N=C/c1cccc(OCC)c1O	26.2%	·	-20.3%	-1.2%	-10.2%	-8.2%	-26.4%	-0.1%	-2.3%
c1ccc(Nc2nc3ccccc3o2)cc1	-1.7%[58.9 µM]	-7.1%[12.7 µM]	-13.3%	0.2%	-9.6%	-3.4%	6.7%	-2.3%	-19.6%
CC1CCc2c(sc(NC(=O)c3ccc(N4C(=O)CCC4=O)cc3)c2C(N)=O)C1 (stereo not given)	20.0%	20.4%[12.7 µM]	-11.7%	·	-13.7%	·	4.0%	5.3%	-17.6%
CCCC(=O)N(CCN1CCOCC1)c1nc2c(C)cccc2s1	-6.6%	?	-15.0%	8.3%	-9.9%	-2.0%	-14.2%	-0.1%	2.1%
Cc1nn(CC(=O)N/N=C/c2ccc3c(c2)OCO3)c(C)c1Br	33.5%[activator]	20.8%[59 µM]	-6.6%	29.6%	-9.5%	-3.2%	7.7%	1.7%	2.2%
O=C1C=C(c2cccc(Br)c2)C[C@@H](c2ccc3c(c2)OCO3)C1	-5.7%	-2.0%[0.501 µM]	-16.4%	·	-3.8%	·	0.7%	-11.5%	-2.4%
O=C(Nc1ccc(N2CCCCC2)cc1)c1cncc(Br)c1	-15.8%	79.4µM*	-22.9%	-20.6%	-0.7%	-3.4%	?	-3.1%	-4.9%
CCOc1ccc(CN(C(=O)c2oc3cc(C)ccc3c2C)C2CCS(=O)(=O)C2)cc1 (stereo not given)	5.1%	?	-23.1%	1.3%	-10.5%	-4.1%	-7.1%	-4.6%	-11.8%
COc1ccccc1C(=O)Oc1cc(N)n(S(=O)(=O)c2ccccc2)n1	?	4.9%[59 µM]	-20.3%	?	-27.4%	-14.3%	?	11.2%	9.9%
CCN(CC)S(=O)(=O)c1nnc(NC(=O)COc2cccc(C)c2)s1	28.0%	-40.7%[59 µM]	-27.6%	10.0%	-19.2%	2.5%	?	·	-2.5%
CC(=O)Nc1c(C)nn(-c2ccccc2)c1N1CCC(C(=O)Nc2ccc(C)cc2Cl)CC1	25.8%	1.3%[59 µM]	-18.2%	16.6%	-7.0%[60.1 µM]	1.3%	1.1%	·	-16.8%
CN1CCN(c2nc3c(c(=O)[nH]c(=O)n3C)n2Cc2ccccc2)CC1	121.6%[activator]	10.0%	8.1%[57.1 µM]	32.5%	4.7%	-1.1%	?	19.1%	-14.1%
CCOC(=O)/C(N=O)=C(\O)C1CCN(C(=O)OCC)CC1	?	-8.8%	5.3%[11.4 µM]	21.0%	-12.1%	-4.8%	7.8%	8.3%	-11.5%
COc1ccccc1C1=NC(c2ccc(F)cc2)N=C1C (stereo not given)	0.1%	92.2%[activator]	45.5%[activator]	-20.6%	-8.3%	-8.9%	48.2%[activator]	-7.2%	-4.0%
Cc1csc(NC(=O)c2cc3c(C)nn(Cc4ccccc4Cl)c3s2)n1	6.9%	-5.9%[59 µM]	-9.3%	0.8%	-12.9%	-15.6%	-2.8%	?	-20.7%
C=CCn1c(NCc2c[nH]c3ccccc23)nc2ccccc21	9.8%	-9.2%[59 µM]	?	?	-8.6%	3.2%	-25.5%	-11.9%	-9.5%
CCCCN(CCCC)Cc1ccc(C(=O)NNC(=O)Nc2ccc(Cl)cc2)o1	41.5%[activator]	-24.2%	-13.3%	-4.2%	-5.9%	-3.6%	3.7%	14.3%	-24.5%

An excerpt of these results, comma-delimited:
molecule,POLI inh,G9a inh,JMJD2A Tudor,POLB inh,POLK inh,BLM inh,BAZ2B inh,APEX1 inh,Pol eta inh
Cc1csc(NC(=O)c2cc3c(C)nn(Cc4ccccc4Cl)c3s2)n1,6.9%,-5.9%[59 µM],-9.3%,0.8%,-12.9%,-15.6%,-2.8%,?,-20.7%
COc1ccccc1C(=O)Oc1cc(N)n(S(=O)(=O)c2ccccc2)n1,?,4.9%[59 µM],-20.3%,?,-27.4%,-14.3%,?,11.2%,9.9%

Following part:
SMILES	POLI inh	G9a inh	JMJD2A Tudor	POLB inh	POLK inh	BLM inh	BAZ2B inh	APEX1 inh	Pol eta inh
O=C(Nc1nnc(C2CC2)s1)C1CCCCN1S(=O)(=O)c1ccccc1 (stereo not given)	158.6%[activator]	34.4%[activator]	-16.1%	0.9%	-10.1%	-2.8%	-6.7%	9.0%	0.6%
Cc1ccc(-c2cc(C(F)(F)F)n3nc(C(=O)Nc4ccc(Cl)cc4Cl)cc3n2)cc1	-3.2%	-49.1%[59 µM]	-0.4%	26.6%	-7.5%	-0.4%	-10.4%	·	-3.1%
C#CCOCCOCCOCCNc1nc(N2CCN(C(=O)C([C@@H](C)CC)n3cc(C(N)COC(=O)C(F)(F)F)nn3)CC2)nc(N2CCN(C(=O)[C@H](CCCCN)n3cc(C(N)[C@H](C)CC)nn3)CC2)n1 (stereo not given in full)	?	·	56.2µM*	·	0.6%	·	·	·	-7.2%
Cc1nc2ccccn2c1/C(O)=C1\C(=O)C(=O)N(CCN(C)C)C1c1cccnc1 (stereo not given)	1.0%	?	?	-1.1%	-9.4%	-1.9%	·	3.6%	-24.0%
CC[C@@]1(C(=O)OC)N[C@H](CN(C)S(=O)(=O)c2ccc(-c3ccccc3)cc2)[C@@H]2C(=O)N(Cc3ccccc3)C(=O)[C@@H]21	27.1%	·	-10.8%	·	14.7%	·	·	29.1%	-6.2%
Cc1ncc(S(=O)(=O)c2ccccc2)c(-c2ccccc2)n1	-8.8%	?	21.9%	7.7%	-2.0%	-0.3%	-9.8%	-3.2%	-19.4%
Cc1oc(-c2ccc(Cl)cc2)nc1CN1CCCC(C(=O)NCCc2ccccc2)C1 (stereo not given)	22.7%	?	-34.0%	?	-9.2%	-7.0%	-37.7%	·	?
Cc1ccc(NC(=O)c2cc(S(=O)(=O)N3CCCCC3)ccc2N2CCOCC2)cc1F	?	-26.5%[59 µM]	-17.3%	-11.7%	-1.1%	8.1%	-16.9%	4.1%	-0.6%
Cc1cccc(NS(=O)(=O)c2ccc(C)c(NS(=O)(=O)c3cccs3)c2)c1	-23.2%	?	-7.5%	·	-3.1%	·	-37.5%	14.3%	-29.4%
CCN1C(=O)c2cccc3c(NC(=O)c4ccc(S(=O)(=O)N(C)C)cc4)ccc1c23	-12.9%	-27.6%[59 µM]	5.5%	15.1%	-8.9%	1.3%	3.0%	-7.0%	-20.2%
COc1ccc(NC(=O)NC(c2ccccc2)c2ccccc2)c(OC)c1	-19.7%	19.4%	-15.8%	0.1%	-7.9%	-8.6%	-10.3%	27.0%	1.9%
Nc1nonc1-n1nnc(C(=O)N/N=C/c2ccc(OCc3ccccc3F)cc2)c1CN1CCCCC1	33.6%[activator]	-10.1%	-6.2%	29.6%	1.7%	-8.5%	-7.0%	-5.5%	-23.5%

The closing 2 compounds of the section before open the next one:
SMILES	POLI inh	G9a inh	JMJD2A Tudor	POLB inh	POLK inh	BLM inh	BAZ2B inh	APEX1 inh	Pol eta inh
COc1ccc(NC(=O)NC(c2ccccc2)c2ccccc2)c(OC)c1	-19.7%	19.4%	-15.8%	0.1%	-7.9%	-8.6%	-10.3%	27.0%	1.9%
Nc1nonc1-n1nnc(C(=O)N/N=C/c2ccc(OCc3ccccc3F)cc2)c1CN1CCCCC1	33.6%[activator]	-10.1%	-6.2%	29.6%	1.7%	-8.5%	-7.0%	-5.5%	-23.5%
COc1ccccc1-c1nnc(SCC(=O)Nc2ccc(N3CCOCC3)cc2)n1C	16.6%	?	-10.1%	·	-1.8%	·	2.8%	38.5%[activator]	-15.6%
COc1cc(S(=O)(=O)N2CCOCC2)ccc1N	12.3%	-4.9%	2.1%	14.0%	-8.2%	-3.0%	-2.2%	-0.4%	2.7%
Cc1ccc2c(=O)c(C(=O)c3cccc(Cl)c3)cn(CC(=O)Nc3ccccc3C(F)(F)F)c2n1	-15.2%	2.3%[59 µM]	1.0%	-0.1%	1.3%	-1.4%	2.0%	·	-0.1%
Cc1cn(C)c(CC(=O)N2CCN(c3cccc(C(F)(F)F)c3)CC2)c1C(=O)O	89.1µM*	-24.4%[59 µM]	-18.0%	0.7%	4.7%[60.1 µM]	0.5%	-2.1%	·	-8.7%
Cc1ccc2c(c1)c1c3n2CCN(C(=O)CCl)C3CCC1 (stereo not given)	22.0%	?	?	11.1%	-2.4%	-18.8%	56.2µM*	21.0%	-24.1%
COc1ccc(NC(=O)CC23CC4CC(CC(Br)(C4)C2)C3)c(OC)c1	60.7%[activator]	2.2%	-16.4%	-12.1%	-8.7%	-2.9%	-22.4%	22.1%	-18.9%
O=C(CC1Nc2cccc3cccc(c23)NC1=O)Nc1ccc(F)cc1 (stereo not given)	31.4%[activator]	?	-27.2%	-24.6%&-1.0%	?	-20.7%&-5.1%	?	7.9%	-6.4%&-3.2%
Clc1ccc(-c2nnsc2SCc2ccccc2)cc1	12.2%	92.7%[activator][59 µM]	84.1%[activator]	-10.8%	8.2%	-5.9%	208.5%[activator]	-1.8%	-11.2%

Some of the compounds tested; the hit share may differ from the screen's.
